High-throughput results: PubChem, National Center for Advancing Translational Sciences (NCATS)
D1 potentiator = enhances dopamine response at the human D1 receptor; hit rate 0.036% among 360,000; potentiation, % at 10 µM; P21728; HEK293 TREx D1 cells, calcium flux, dopamine EC20 potentiation; AID 504651; in the data active = potentiation above about 30%; also: 0% is about no effect
TRHR agonist = TRH receptor (human) agonism; TRHR cells, calcium flux fluo-8, FDSS agonist mode; activation, % at 2 µM; hit rate 0.18% among 360,000; also: 0% is about no effect
Target sequence (P34981 whole entry, looked up): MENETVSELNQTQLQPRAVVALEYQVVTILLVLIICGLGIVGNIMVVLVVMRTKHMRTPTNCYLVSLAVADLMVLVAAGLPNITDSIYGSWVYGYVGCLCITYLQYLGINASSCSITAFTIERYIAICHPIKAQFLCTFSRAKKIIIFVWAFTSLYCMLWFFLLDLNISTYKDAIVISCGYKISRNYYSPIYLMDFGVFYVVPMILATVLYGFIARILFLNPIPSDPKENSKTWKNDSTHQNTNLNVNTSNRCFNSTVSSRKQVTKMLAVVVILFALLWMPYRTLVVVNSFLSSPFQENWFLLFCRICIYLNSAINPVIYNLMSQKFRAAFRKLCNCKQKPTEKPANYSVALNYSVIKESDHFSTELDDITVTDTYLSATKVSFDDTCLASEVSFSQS
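Steps: seed TRHR cells overnight; add fluo-8 no-wash Ca dye, RT 30 min–1.5 h; record 10 s baseline; pin-transfer compounds; monitor fluorescence 1 cycle/s for the agonist window. Calcium increases flag candidate agonists.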
D2 antagonist = antagonizes the human D2 dopamine receptor. HEK293 TREx D2 cells, calcium flux, dopamine EC80. AID 485344. P14416. hit rate 2% among 340,000. inhibition, % at 10 µM; in the data active = inhibition above about 30%; also: 0% is about no effect
Target sequence (P14416 whole entry, looked up): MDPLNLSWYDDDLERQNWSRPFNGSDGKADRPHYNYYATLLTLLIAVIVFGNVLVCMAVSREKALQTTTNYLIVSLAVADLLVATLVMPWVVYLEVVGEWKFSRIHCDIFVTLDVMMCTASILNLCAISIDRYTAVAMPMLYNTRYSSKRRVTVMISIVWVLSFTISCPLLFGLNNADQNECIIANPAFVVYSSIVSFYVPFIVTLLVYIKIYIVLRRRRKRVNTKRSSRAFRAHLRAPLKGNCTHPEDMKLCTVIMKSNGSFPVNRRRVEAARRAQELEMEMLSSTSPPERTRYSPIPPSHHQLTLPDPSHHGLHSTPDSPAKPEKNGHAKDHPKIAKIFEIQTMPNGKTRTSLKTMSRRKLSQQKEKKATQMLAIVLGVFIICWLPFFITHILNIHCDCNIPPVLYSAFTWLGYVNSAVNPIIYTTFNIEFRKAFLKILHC
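HEK293 T-REx D2 cells, tet-induced, calcium dye no-wash. Cpd pintool add, 180 s kinetic, then EC80 DA, 180 s kinetic. Ca flux read.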
D1 ag = agonists of human D1 dopamine receptor; HEK293 T-REx D1 cells, calcium flux, agonist mode; activation, % at 2 µM; P21728; hit rate 1% among 360,000; also: 0% is about no effect
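Agonism was scored from calcium flux recorded over 180 s (1 read/s) after pintool compound addition, following a 10-cycle baseline. Cells were inducible force-coupled HEK293 TREx D1, plated overnight at 30 C and loaded with no-wash calcium dye.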
RXFP1 antag = blocks the human relaxin receptor RXFP1; Q9HBX9; HEK293-RXFP1, relaxin-stimulated cAMP HTRF, 30 min; active compounds read low; activity change, negative = inhibition, % at 57.5 µM; hit rate 0.59% among 350,000;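 active = activity change of -60% or lower, but not beyond a set lower limit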; also: % is scaled to controls: 0 for no effect and ±100 for the full control effect
D1 antag = blocks dopamine activation of the human D1 receptor | HEK293 TREx D1 cells, calcium flux, dopamine EC80; active compounds read low | activity change, negative = inhibition, % at 10 µM | hit rate 3.2% among 360,000 | AID 504652; in the data active = activity change below about -30%; also: % is scaled to controls: 0 for no effect and ±100 for the full control effect
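Antagonism measured as reduced calcium response to an EC80 dopamine addition following 180 s compound pre-read; cells were inducible HEK293 Trex D1 plated overnight at 30 C, read kinetically at 1 cycle/sec.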
D2 potentiator = positively modulates the human D2 dopamine receptor allosterically. P14416. HEK293 T-REx D2, calcium flux, EC20 dopamine potentiation. potentiation, % at 10 µM. hit rate 0.34% among 340,000. AID 485347;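 active = potentiation over 3 SD above the plate norm, cut at about 30% in these data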; also: 0% is about no effect
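Primary screen. Calcium kinetics in induced HEK293 T-REx D2 cells: compound pre-addition 180 s, EC20 dopamine, 180 s more.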
TRHR enhancer = allosterically enhances the human TRH receptor; AID 493056; P34981; enhancement, % at 2 µM; TRHR cells, fluo-8 calcium fluorescence, EC20 TRH enhancement; hit rate 0.66% among 360,000; in the data active = enhancement above about 30%; also: 0% is about no effect
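TRHR-expressing cells loaded with fluo-8 calcium dye were read kinetically (ex 480/em 530) during compound addition, then stimulated with an EC20 of TRH (10 nM final). Enhancement of the Gq-mediated intracellular calcium response was scored.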
D2 agonist = D2 dopamine receptor (human) agonism. P14416. HEK293 T-REx D2 cells, calcium flux agonist mode. activation, % at 2 µM. hit rate 0.53% among 340,000. AID 485358;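 active = activation over 3 SD above normal in the single-dose calcium agonist read, cut at about 30% in these data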; also: 0% is about no effect
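In this primary screen, compounds producing a positive calcium signal within 180 s of addition to tetracycline-induced, force-coupled HEK293 Trex D2 cells are flagged; cells are dye-loaded with a no-wash calcium kit beforehand.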
* marks the source's active call; other numbers are inactive results. Rule as the data show it, unless noted: active = activation above about 30%; inactive = the rest. Rows are unselected, and some 7.1% of all compounds hit somewhere here.

Screening Cc1ccc2c(cnn2C(=O)CCC(=O)N2CCCCC2)c1 returned D1 potentiator 1, TRHR agonist -0.5, D2 antagonist 1, D1 ag 1, RXFP1 antag -1, D1 antag -2, D2 potentiator 4, TRHR enhancer 2 and D2 agonist -0.3.
`CC(CN1CCCCC1)NC(=O)c1cccs1` (stereo not drawn) gave D1 potentiator 1, TRHR agonist 0.0, D2 antagonist 6, D1 ag 4, RXFP1 antag 19, D1 antag 12, D2 potentiator -1, TRHR enhancer -8 and D2 agonist -0.4.
COc1ccc(CNC(=O)C2CCN(C(=O)N3CC(C)Oc4ccc(C)cc43)CC2)cc1 (stereo not drawn) was read as D1 potentiator -1, TRHR agonist -0.1, D1 ag 3, RXFP1 antag -3, D1 antag -6, D2 potentiator -3, TRHR enhancer -3 and D2 agonist -0.6.
Screening Cc1ccc(S(=O)(=O)NCC2CCC(C(=O)O)CC2)cc1 (stereo not drawn) returned D1 potentiator -1, TRHR agonist -0.2, D2 antagonist 1, D1 ag 4, RXFP1 antag -9, D1 antag -6, D2 potentiator 12, TRHR enhancer -1 and D2 agonist 0.2.
`CCn1nc(C)c2c(-c3ccccc3)cc(=O)n(C(C)C(=O)NCCc3ccc(OC)c(OC)c3)c21` (stereo not drawn) gave D1 potentiator -5, TRHR agonist -0.3, D1 ag 0, RXFP1 antag -21, D1 antag 1, D2 potentiator -2, TRHR enhancer 7 and D2 agonist 0.6.
For CNC(=O)c1ccc(Nc2nnc(-c3ccc(C)c(S(=O)(=O)N4CCCCC4)c3)c3ccccc23)cc1 the results were D1 potentiator 0, TRHR agonist -0.5, D1 ag -1, RXFP1 antag -8, D1 antag -4, D2 potentiator 7, TRHR enhancer -6 and D2 agonist -1.6.
Screening COC(=O)c1ccc(CSc2n[nH]c(C)n2)o1 returned D1 potentiator -3, TRHR agonist 0.5, D2 antagonist 0, D1 ag 4, D1 antag -7, D2 potentiator -5, TRHR enhancer 5 and D2 agonist 1.1.
Screening CCn1ccnc1CN(C)C(=O)CCc1nnc(CCCc2ccccc2)o1 returned D1 potentiator -4, TRHR agonist 0.2, D2 antagonist 9, D1 ag 0, RXFP1 antag 6, D1 antag 0, D2 potentiator 4, TRHR enhancer -1 and D2 agonist -0.5.
For Cc1ccc(-n2c(=O)[nH]c3cc(C(=O)NCCc4ccccc4)ccc3c2=O)cc1 the results were D1 potentiator -1, TRHR agonist 0.7, D1 ag 3, RXFP1 antag -9, D1 antag -21, D2 potentiator -6, TRHR enhancer 16 and D2 agonist 1.2.
Screening O=C(CNC(=O)Cc1ccccc1)NCC(=O)OCC(=O)c1ccc(F)cc1 returned D1 potentiator 1, TRHR agonist 0.7, D2 antagonist 1, D1 ag -1, RXFP1 antag -15, D2 potentiator -4, TRHR enhancer -4 and D2 agonist -0.5.

4 records picked at random from the list so far:
For Cc1ccc(-n2c(=O)[nH]c3cc(C(=O)NCCc4ccccc4)ccc3c2=O)cc1 the results were D1 potentiator -1, TRHR agonist 0.7, D1 ag 3, RXFP1 antag -9, D1 antag -21, D2 potentiator -6, TRHR enhancer 16 and D2 agonist 1.2.
Screening Cc1ccc(S(=O)(=O)NCC2CCC(C(=O)O)CC2)cc1 (stereo not drawn) returned D1 potentiator -1, TRHR agonist -0.2, D2 antagonist 1, D1 ag 4, RXFP1 antag -9, D1 antag -6, D2 potentiator 12, TRHR enhancer -1 and D2 agonist 0.2.
Screening Cc1ccc2c(cnn2C(=O)CCC(=O)N2CCCCC2)c1 returned D1 potentiator 1, TRHR agonist -0.5, D2 antagonist 1, D1 ag 1, RXFP1 antag -1, D1 antag -2, D2 potentiator 4, TRHR enhancer 2 and D2 agonist -0.3.
For CNC(=O)c1ccc(Nc2nnc(-c3ccc(C)c(S(=O)(=O)N4CCCCC4)c3)c3ccccc23)cc1 the results were D1 potentiator 0, TRHR agonist -0.5, D1 ag -1, RXFP1 antag -8, D1 antag -4, D2 potentiator 7, TRHR enhancer -6 and D2 agonist -1.6.

Remaining list, next part
For COc1ccc(Cl)cc1NS(=O)(=O)N1CCOCC1 the results were D1 potentiator -2, TRHR agonist -0.3, D2 antagonist -21, D1 ag 1, RXFP1 antag -2, D1 antag 0, D2 potentiator -3, TRHR enhancer 5 and D2 agonist 2.4.
Cc1cccc(NC(=O)CSc2nnc([C@@H]3CCCN3C(=O)OC(C)(C)C)o2)c1C was read as D1 potentiator -5, TRHR agonist -0.1, D2 antagonist -9, D1 ag 0, RXFP1 antag -5, D1 antag -1, D2 potentiator 10, TRHR enhancer 0 and D2 agonist 0.5.
`O=C(/C=C/c1ccc(Cl)cc1Cl)N(Cc1ccc(Cl)cc1)C1CCS(=O)(=O)C1` (stereo not drawn) gave D1 potentiator -5, TRHR agonist 1.0, D2 antagonist 12, D1 ag 4, RXFP1 antag -8, D1 antag -18, D2 potentiator 3, TRHR enhancer 2 and D2 agonist 0.6.
`CCOc1cc(CNc2ccc(N3CCOCC3)cc2)cc(Br)c1OCC` gave D1 potentiator -3, TRHR agonist 0.0, D2 antagonist -15, D1 ag 0, RXFP1 antag -12, D1 antag 3, D2 potentiator -7, TRHR enhancer 7 and D2 agonist -1.3.
For O=c1cc[nH]c2ccc(OC(F)(F)F)cc12 the results were D1 potentiator 0, TRHR agonist 0.6, D2 antagonist -5, D1 ag 4, RXFP1 antag -9, D1 antag 5, D2 potentiator 16, TRHR enhancer 0 and D2 agonist 0.7.
For O=C(O)CCc1[nH]c2ccccc2c1Sc1ccccc1 the results were D1 potentiator 0, TRHR agonist 1.0, D2 antagonist -11, D1 ag 0, RXFP1 antag 2, D1 antag -4, D2 potentiator 8, TRHR enhancer 2 and D2 agonist 0.8.
`COc1ccc(NC(=O)c2cc(Br)ccc2Cl)c(OC)c1` gave D1 potentiator -2, TRHR agonist 0.0, D2 antagonist -19, D1 ag 1, RXFP1 antag 12, D1 antag 2, D2 potentiator 0, TRHR enhancer 10 and D2 agonist 0.1.
`CC(C)C(c1nnnn1Cc1ccc2c(c1)OCO2)N1CCN(c2ccccc2)CC1` (stereo not drawn) gave D1 potentiator -1, TRHR agonist 0.0, D2 antagonist -10, D1 ag 2, RXFP1 antag 9, D1 antag -13, D2 potentiator 1, TRHR enhancer -2 and D2 agonist 1.2.
`O=C(CSC1=NS(=O)(=O)c2ccccc2N1)NCc1ccc(F)cc1` gave D1 potentiator -2, TRHR agonist 0.1, D2 antagonist 16, D1 ag 1, RXFP1 antag -4, D1 antag -5, D2 potentiator -9, TRHR enhancer -1 and D2 agonist 0.2.
For CCOC(=O)c1c(NC(=O)CSc2nnc(-c3c[nH]c4ccccc34)n2CCOC)sc2c1CCCCC2 the results were D1 potentiator -2, TRHR agonist 0.3, D2 antagonist 10, D1 ag 0, RXFP1 antag -2, D1 antag -16, D2 potentiator 4, TRHR enhancer 8 and D2 agonist 0.8.
Screening O=C(Nn1cnnc1)c1cc(-c2cccc(Br)c2)nc2ccccc12 returned D1 potentiator -1, TRHR agonist -0.8, D2 antagonist -3, D1 ag 2, RXFP1 antag 11, D1 antag 9, D2 potentiator -2, TRHR enhancer -10 and D2 agonist -0.3.
For CCN1CCN(CCNC(=O)c2ccc3c(c2)N(Cc2ccc(F)cc2)C(=O)c2ccccc2S3=O)CC1 (stereo not drawn) the results were D1 potentiator 0, TRHR agonist 0.4, D2 antagonist 55*, D1 ag 1, RXFP1 antag -14, D1 antag -1, D2 potentiator -20, TRHR enhancer 4 and D2 agonist 1.4.
Screening O=C(c1cc2ccccc2oc1=O)N1CCCCCCC1 returned D1 potentiator 2, TRHR agonist 0.0, D2 antagonist -6, D1 ag 3, RXFP1 antag -1, D1 antag -12, D2 potentiator -1, TRHR enhancer 56* and D2 agonist -0.2.
`Cc1c(Cl)cnc(NC(=O)COC(=O)CCS(=O)(=O)c2ccccc2)c1Cl` gave D1 potentiator -3, TRHR agonist 1.9, D2 antagonist -2, D1 ag 3, RXFP1 antag 6, D1 antag 3, D2 potentiator 1, TRHR enhancer 3 and D2 agonist 0.1.
Screening Cn1c(-c2ccc(F)cc2)cnc1NCc1ccc(C#N)cc1 returned D1 potentiator -7, TRHR agonist -2.2, D2 antagonist 0, D1 ag 13, RXFP1 antag -3, D1 antag -1, D2 potentiator -2, TRHR enhancer 0 and D2 agonist 0.6.
`N#Cc1ccc(OCc2nnc(SCC(=O)c3ccccc3)n2-c2ccccc2)cc1` gave D1 potentiator -1, TRHR agonist 0.7, D2 antagonist -21, D1 ag 2, RXFP1 antag -3, D1 antag 6, D2 potentiator 6, TRHR enhancer 9 and D2 agonist 0.4.
`Cn1c(=O)c2c(ncn2CC(=O)NC2CCCCC2)n(C)c1=O` gave D1 potentiator 5, TRHR agonist 0.4, D2 antagonist -6, D1 ag 4, RXFP1 antag 4, D1 antag 6, D2 potentiator 10, TRHR enhancer 0 and D2 agonist 1.0.
`FC(F)(F)c1cc(-c2ccccc2)nc(-n2cc(Cl)cn2)n1` gave D1 potentiator 2, TRHR agonist 0.4, D2 antagonist -3, D1 ag 3, RXFP1 antag -2, D1 antag 17, TRHR enhancer -3 and D2 agonist -0.4.
`CN1CCN(C(=O)CCN2C(=O)/C(=C\c3ccc(Cl)cc3)SC2=S)CC1` gave D1 potentiator -3, TRHR agonist 1.0, D1 ag 16, RXFP1 antag -14, D1 antag -43* and TRHR enhancer 1.
Screening CCN(Cc1ccccc1)C(=O)C1CCC(CNc2c(N3CCOCC3)c(=O)c2=O)CC1 (stereo not drawn) returned TRHR agonist -0.4, D2 antagonist 22, D1 ag 0, D1 antag 4, D2 potentiator -7, TRHR enhancer 4 and D2 agonist 0.7.
Screening O=C(Nc1ccc2snnc2c1)N1CCSCC1 returned D1 potentiator -5, TRHR agonist 0.9, D2 antagonist -18, D1 ag 14, RXFP1 antag 1, D1 antag -2, D2 potentiator -2, TRHR enhancer -1 and D2 agonist 1.2.
For CN(C)CCC(=O)c1ccc(Cl)cc1 the results were D1 potentiator -6, TRHR agonist 0.5, D2 antagonist 9, D1 ag 1, RXFP1 antag -11, D1 antag 13, D2 potentiator 2, TRHR enhancer 2 and D2 agonist 2.9.
CC1CC(C)CN(C(=O)CCc2ccccc2)C1 (stereo not drawn) was read as D1 potentiator -3, TRHR agonist -0.1, D1 ag 0, RXFP1 antag 5, D1 antag 4 and TRHR enhancer 1.
CCOC(=O)c1c(C)c(C(=O)NCCc2ccc(S(N)(=O)=O)cc2)c(C)n1CC was read as D1 potentiator -7, TRHR agonist 0.1, D2 antagonist -10, D1 ag 2, RXFP1 antag -4, D1 antag -4, D2 potentiator 2, TRHR enhancer -2 and D2 agonist 0.1.
`O=C(Nc1nnc(C2CC2)s1)C1Cc2ccccc2CN1S(=O)(=O)c1cccs1` (stereo not drawn) gave D1 potentiator 6, TRHR agonist -0.6, D2 antagonist 13, D1 ag 0, RXFP1 antag -11, D1 antag 2, D2 potentiator 7, TRHR enhancer -4 and D2 agonist -0.4.
For CN(C)CCNC(=S)Nc1ccc(Cl)cc1Cl the results were D1 potentiator 1, TRHR agonist 0.0, D2 antagonist -11, D1 ag 12, RXFP1 antag -4, D1 antag 8, D2 potentiator -23, TRHR enhancer 2 and D2 agonist 0.0.
